# Assay outcomes from PubChem BioAssay.
# NPYLR7 ag – agonists of mosquito NPYLR7 receptor, primary screen, cell-based, Aedes aegypti, calcium fluorescence, mosquito biting behavior; Aedes aegypti neuropeptide Y-like receptor 7 (NPYLR7); HEK293T NPYLR7/Galpha15, GCaMP6s calcium fluorescence; activation, % at 10 µM; 0.15% of 270,000 active; AID 1259423, 2018; in the data active means activation above about 40%;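 further: 0% = vehicle and 100% = reference agonist at the receptor; some compounds past the cut are filed as inactive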
# hcGAS lum – Primary biochemical luminescence assay for human cyclic GMP-AMP synthase inhibitors; Q8N884; recombinant h-cGAS, ATP depletion, Kinase-Glo luminescence; inhibition, % at 12.5 µM; 0.081% of 290,000 active; AID 1259398, 2018;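 further: 0% = vehicle reaction and 100% = reaction without DNA for no activity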
# Target sequence (Q8N884 whole entry, looked up): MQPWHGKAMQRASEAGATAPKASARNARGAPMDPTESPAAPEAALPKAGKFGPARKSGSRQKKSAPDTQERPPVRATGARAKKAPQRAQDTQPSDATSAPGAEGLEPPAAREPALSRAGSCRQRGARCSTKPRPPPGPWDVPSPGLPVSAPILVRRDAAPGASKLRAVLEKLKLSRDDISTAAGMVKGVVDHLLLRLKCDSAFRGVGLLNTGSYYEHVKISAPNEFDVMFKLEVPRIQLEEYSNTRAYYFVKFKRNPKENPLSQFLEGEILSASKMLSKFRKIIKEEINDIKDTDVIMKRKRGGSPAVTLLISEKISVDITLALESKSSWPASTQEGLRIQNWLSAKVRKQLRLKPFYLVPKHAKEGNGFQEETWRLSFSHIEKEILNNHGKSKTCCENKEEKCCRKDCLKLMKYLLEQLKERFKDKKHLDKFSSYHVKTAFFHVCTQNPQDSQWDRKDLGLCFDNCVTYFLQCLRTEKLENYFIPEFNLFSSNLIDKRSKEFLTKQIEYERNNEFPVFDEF
# mcGAS inh – cyclic GMP-AMP synthase inhibitors, mouse, primary biochemical chemiluminescence; inhibition, % at 12.5 µM; Q8C6L5; 0.15% of 160,000 active; recombinant cGAS, Kinase-Glo ATP depletion luminescence; AID 1259399, 2018;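 further: 0% = negative control wells and 100% = reference inhibitor with no enzyme activity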
# * marks the source's active call; other numbers are inactive results; / = no result given; & = joins results of further samples. Unless noted, no stated cut-off is given here; in the data, active means inhibition above about 40%; inactive means the rest.
# Order of results – NPYLR7 ag	hcGAS lum	mcGAS inh
Clc1ccc2c(c1)C1=C(C=Nn3c(nnc3-c3ccccc3)S1)CO2
 : -5	-7	/
Cc1ccc(C)c(-n2cnnc2SCC(=O)N(C)c2ccccc2)c1
 : -7	2	/
CCn1ncnc1CN1CCC(c2n[nH]c(=O)n2Cc2ccccc2)CC1
 : -8	-3	/
O=C1NCCN1c1ccc(F)c(C(=O)N2CCCC2c2ccco2)c1 (centres undefined)
 : 3	-8	/
Cc1cc(OCc2ccccc2)c2c(C)c(CC(=O)O)c(=O)oc2c1
 : 13	-1	/
CCN1CC(CN(C)Cc2c(C(=O)N3CCCC3)nc3sccn23)CC1=O (centres undefined)
 : -8	5	1
CCCN(Cc1ccc(C#N)cc1)C(=O)C1CNC(=O)N1 (centres undefined)
 : -3	3	/
CC(CNC(=O)NCc1ccc(S(C)=O)cc1)c1cccs1 (centres undefined)
 : -1	5	/
COCCNC(=O)C1(C)CCN(Cc2ccc3ccccc3c2Br)C1 (centres undefined)
 : 3	-2	-3
Fc1ccc(OCc2nc(-c3ccc(Br)o3)no2)c(F)c1
 : -4	-7	/
CCC(C)c1nnc(C2(c3ccc(Br)cc3)CCOCC2)o1 (centres undefined)
 : 7	-9	/
CCN(CC)c1ccc2cc(-c3nnc(Nc4cc(Cl)ccc4OC)s3)c(=O)oc2c1
 : 6	-9	-6
CN(CCc1ccccc1)C1(C(=O)O)Cc2ccccc2C1
 : 7	-4	-13
Cc1csc(NC(=O)CSc2nc3[nH]ncc3c(=O)[nH]2)n1
 : -4	-3	/
Fc1ccc(C=NNc2ccc(C(F)(F)F)cn2)c(F)c1
 : -6	-1	/
O=C(CSc1nnc(CNC(=O)c2ccco2)n1-c1ccc(F)cc1)Nc1nccs1
 : 3	-4	-6
C=CCN(CC=C)c1cc(Cl)nc(SCc2ccc(C(=O)Nc3ccc(C)cc3)cc2)n1
 : -2	1	-1
CCCSc1nc(N2CCCC2)c2c(c1C#N)CC(C)(C)OC2
 : 4	-10	/
COC(=O)C1CN(Cc2ccccc2)C(=O)CN1C(C)=O (centres undefined)
 : 11	-10	/
O=C(NCc1cccnc1)c1cccc(Nc2c(Oc3cccc(Cl)c3)cnn(-c3ccc(F)cc3)c2=O)c1
 : 5	-5	-4
O=C(Cc1cccc2ccccc12)NCC(c1ccsc1)N1CCCC1 (centres undefined)
 : -2	-4	-5
Cc1cc(C)c(CNC(=O)N2CCN(c3nc(C)cs3)CC2)c(C)c1
 : 5	-11	/
CC(C)Cc1cnc2c(c1SCc1ccccc1)c(=O)n(C)c(=O)n2C
 : 0	-4	-8
C=CCCC(=O)N1c2cccc3c2[C@@H](C[C@H]1C(=O)NC)CN(CCOC)C3=O
 : 0	-5	-9
Cc1cccc2[nH]c(C3CCN(Cc4ncccc4C(=O)O)CC3)nc12
 : 20	-3	/
CC(=O)Nc1ccc(CN2C(=O)C(C)ON=C2c2ccccc2F)cc1 (centres undefined)
 : 4	0	/
O=C(C1Cc2ccccc2S1)N1CC[C@H](O)C1 (some centres undefined)
 : 2	-18	-17
Cc1ccc2nc(C)c(NC(=O)C(C)Oc3ccc4c(c3)OCO4)c(=O)n2c1 (centres undefined)
 : 0	-8	-10
C[C@@H]1O[C@@H](O[C@H]2[C@@H](Oc3cc(O)c4c(c3)O[C@H](c3ccc(O)cc3)CC4=O)O[C@H](CO)[C@@H](O)[C@@H]2O)[C@H](O)[C@H](O)[C@H]1O
 : -7	-4	/
O=C1C(=CC=Cc2ccccc2[N+](=O)[O-])SC(=S)N1c1ccc(O)cc1
 : 1	-7	/
CCOCCOc1nc(-c2ccc3c(c2)OCO3)n(-c2ccc(NC(=O)c3ccc(Cl)c([N+](=O)[O-])c3)cc2)n1
 : /	2	0
Cc1ccc(CCN(CC2CCCO2)C(=O)c2cc[nH]c(=O)c2)cc1 (centres undefined)
 : 12	-6	/
CCNC(=O)CN(CC)Cc1nnc(C(C)(C)C)o1
 : -2	1	/
C=Cc1ccc(S(=O)(=O)N2CCC(c3cn(CCOCC)c4ccccc34)CC2)cc1
 : 8	-15	-8
O=C(NCCOc1ccc2nnc(-c3ccccc3)n2n1)NC1CCCCC1
 : -3	-6	-8
N#Cc1ccc(C(=O)N2CCC(n3cnc4cc(C(F)(F)F)ccc43)CC2)cc1
 : 14	-3	-1
CCOCCn1c(=O)c2c(nc3n2CC(C)CN3c2ccc(OC)cc2)n(C)c1=O (centres undefined)
 : 12	-9	/
CC1=C(C(=O)N(C)C)Sc2nnc(Cc3cccc4ccccc34)n2N1
 : 10&7	-6&-12	/
S=c1[nH]nc(C23CC4CC(CC(C4)C2)C3)n1CC1CCCO1 (centres undefined)
 : -2	3	-4
Fc1cccc(CN(Cc2ccccc2)Cc2cccn2Cc2cccc(C(F)(F)F)c2)c1
 : -2	-4	-4
Fc1cccc(F)c1CCC1CCCN(Cc2nnc(C3CC3)o2)C1 (centres undefined)
 : -3	-8	/
CN(C)CCCN(C(=O)c1ccc2c(c1)OCCO2)c1nc2ccc(F)cc2s1
 : 4	-4	-8
CC(Cn1cccn1)NC(=O)Nc1ccc(OCC(F)(F)F)nc1 (centres undefined)
 : -8	-5	/
Cc1ccc(S(=O)(=O)C(C#N)=C2N(C)c3ccccc3N2C)cc1
 : 2	-6	/
Cc1nc(CC(=O)Nc2nc(-c3ccc4c(c3)OCO4)cs2)cs1
 : -3	5	/
Cn1c(=O)c2cc(C(=O)O)cnc2n(Cc2ccccc2)c1=O
 : 3	-10	-6
O=C1C(=O)N(CCN2CCOCC2)C(c2cccc(Br)c2)C1=C(O)c1ccc(F)cc1 (centres undefined)
 : 1	3	1
CCC1(O)CCCN(c2nc(C)nc3c2CCN(C(C)=O)CC3)C1 (centres undefined)
 : 2	-2	/
COc1ccc(CCNC(=O)N2CCC3(CC2)OCCc2c3n(C)c3ccccc23)cc1OC
 : 4	0	-2
Nc1nc(SCC(=O)NC2CCCCC2)nc2sc3c(c12)CCCC3
 : -5	-11	/

# (continued)
# Order of results – NPYLR7 ag	hcGAS lum	mcGAS inh
CCc1c(C)sc(NC(=O)c2c(-c3ccccc3Cl)noc2C)c1C(=O)OC(C)C
 : 0	-5	/
CCCc1[nH]n(-c2ccccc2)c(=O)c1C1=C(N2CCN(CC)CC2)C(=O)N(Cc2ccco2)C1=O
 : /	-8	-5
CC1=NC2=C(C(=O)CCC2)C(c2ccc(F)c(F)c2)C1C(=O)OC1CCCCC1 (centres undefined)
 : -14	7	1
COc1ccc(C(CNC(=O)COc2cc(Cl)ccc2Cl)N2CCOCC2)cc1 (centres undefined)
 : -2	-4	/
COc1ccc(CC(=O)Nc2ccc3nc(N(C)C)ccc3c2)cc1F
 : -3	-8	/
CCN(C(=O)c1ccc(NC(=O)C2CCC2)cc1)C1CCS(=O)(=O)C1 (centres undefined)
 : 6	-5	/
CO[C@H]1CN(Cc2cn(-c3ccccc3)nc2-c2ccncc2)CC[C@H]1N
 : 10	-6	/
CC1CCN(C(=O)CSc2nc(=O)n3cc(Cl)ccc3n2)CC1
 : 10	-9	/
Cc1sc(NC(=O)C(C)(C)C)c(C(N)=O)c1C
 : 0	-12	/
Cc1cc(C)n2nc(SCCC(N)=O)nc2n1
 : -1	-3	/

# (further entries)
molecule	NPYLR7 ag	hcGAS lum	mcGAS inh
CC1CN(c2cc(Oc3ccc(F)cc3F)ncn2)CCN1C(=O)Cc1ccc(F)cc1 (centres undefined)	-9	3	0
Cc1cc(C(=O)N2CCC3(CC2)N[C@H](C(=O)N2CCc4ccccc42)CS3)c(C)o1	-3	-2	-4
CN(CC1CC1)c1ccc(C(F)(F)F)cc1C(=O)O	-4	-11	-14
CC(Oc1ccc(Br)cc1)c1nn2c(=O)c3ccccc3nc2n1N (centres undefined)	2	1	/
CCc1nc2n(n1)C(=O)C(C(c1cccc(C)c1)N1CCC(O)CC1)S2 (centres undefined)	0	-7	-8
CC(C)(C)NC(=O)COC(=O)c1sc2cc(Cl)ccc2c1Cl	-1	-6	-11
O=C(COn1nnc2ccc(S(=O)(=O)N3CCOCC3)cc21)NC1CC1	6	-6	-9
COCc1[nH]n2c(=O)c(C)c(C)nc2c1-c1ccc(Cl)cc1	-16	2	/

# Single entries from the results shown:
# Entry for N#Cc1ccc(C(=O)N2CCC(n3cnc4cc(C(F)(F)F)ccc43)CC2)cc1 under hcGAS lum: -3
# Entry for CCC1(O)CCCN(c2nc(C)nc3c2CCN(C(C)=O)CC3)C1 (centres undefined) under NPYLR7 ag: 2

# Following part.
molecule	NPYLR7 ag	hcGAS lum	mcGAS inh
COC1CCCCC1OC(=O)C1CCN(C(=O)C2CC2)CC1 (centres undefined)	1	-18	/
CCCC(C)NC(=O)Cn1c(=CC(=O)C(C)(C)C)sc(=Cc2ccsc2)c1=O (centres undefined)	1	-1	-4
CCc1ccc(NC(=O)C(CC)Sc2ncc(S(=O)(=O)c3ccccc3)c(N)n2)cc1 (centres undefined)	9	-8	-6
COc1ccccc1-n1c(SCc2ccc(C(=O)NCc3cccc(C(F)(F)F)c3)cc2)nnc1-c1ccco1	15	-2	-6
O=[N+]([O-])c1ccc(C2=Nn3c(nnc3-c3ccccc3)SC2)cc1	-7	0	/
COc1cccc(-c2cnc(-c3ccc(CNC(=O)CSc4ccccc4)cc3)[nH]2)c1	-4	2	-3
CCOC(=O)CCc1c(C)nc2ncnn2c1N1CCN(S(=O)(=O)c2ccc([N+](=O)[O-])cc2)CC1	/	2	-4
CC1=C(C(=O)OCC2CCCO2)C(c2ccc([N+](=O)[O-])cc2)NC(=O)N1 (centres undefined)	-3	4	/
C=CCOC(=O)C1=C(C)Nc2nc(SCC=C)[nH]c(=O)c2C1c1cccc(OC)c1 (centres undefined)	4	-3	-6
COc1cccc(CC(=O)N2CCC(N3CCC(C(=O)N4CCCC4)CC3)CC2)c1	6	-10&-1	/
Cc1ccccc1CN1CCCC(CNC(=O)C2(c3ccc(Cl)cc3)CC2)C1 (centres undefined)	-6	-6	/
CC(C)(C)CCNC(=O)N1CCN(c2nc3ccccc3s2)CC1	8	-10	/
Cc1cc(Cl)c2oc(C(=O)N3CCC(CCN4CCCC4=O)CC3)c(C)c2c1	2	-7	/
CN(C)S(=O)(=O)c1ccc(C(=O)OCc2ccc(Cl)c(Cl)c2)o1	14	-6	-5
Cc1[nH]cnc1CN(C)Cc1nc(-c2cccnc2)no1	4	-1	/
Cc1cc(NC(=O)CNCc2csc(-c3cnccn3)n2)ccc1Cl	19	-3	-13
Cc1nnc(CNC(=O)C2CCCCN2Cc2ccc(F)cc2)n1C (centres undefined)	-1	-7	/
O=C(c1n[nH]c2c1CCCC2)N1CC[C@@H](c2ccc3c(c2)OCO3)[C@H](O)C1	3	-5	-17
Cc1cnccc1N1CCCN(C2CCC3(CCNCC3)CC2)CC1	13	-5	/
CCc1cc(-c2n[nH]c(C)c2-c2nc3ccccc3s2)c(O)c(CN2CCN(C)CC2)c1O	6	-9	/
CCc1cccc2c(C(CC(=O)NCCc3ccccc3)c3ccc(Cl)c(Cl)c3)c[nH]c12 (centres undefined)	5	-7	-9
O=C(O)c1cccc(CC2CCN(C(=O)CCc3cccnc3)CC2)c1	5	-4	/
COc1ccc(-c2nnc(NC(=O)C(NC(=O)COc3ccc(Cl)cc3)C(C)C)s2)cc1 (centres undefined)	6	-6	-4
C=CCN(Cc1csc(COc2ccc(OC)cc2)n1)C(=O)C1CC1	15	-6	-5
Cc1ccc(N2CCC(n3cc(C(=O)NCC(C)C)nn3)CC2)nn1	6	2	-8
Brc1ccccc1N=c1scc(-c2ccccc2)n1CCOc1ccccc1	29	-6	-6
CCC(=O)N1CCC2(CC1)NC(CC(C)C)C(=O)N2C(C)C (centres undefined)	/	-14	-6
COc1ccccc1-c1n[nH]c(=S)n1-c1ccc(Cl)cc1	-6	-4	-9
COCCN(CCC(=O)NCc1ccccc1)c1nc(C2CC2)nc2ccccc12	-6	-9	-6
O=C(NNC(=O)C12CC3CC(CC(C3)C1)C2)c1sccc1-n1cccc1	5	-6	-7
CC(C)Oc1ccc(CN2CCCC(Nc3ccc(F)cc3)C2)cc1CO (centres undefined)	6	-9	-12
C=CCN(CC(=O)N(C)c1ccccc1)S(=O)(=O)c1ccccc1F	7	-10	/

# Rewritten as labelled records: entries from further up
COCCN(CCC(=O)NCc1ccccc1)c1nc(C2CC2)nc2ccccc12
  NPYLR7 ag: -6; hcGAS lum: -9; mcGAS inh: -6
C=CCN(CC(=O)N(C)c1ccccc1)S(=O)(=O)c1ccccc1F
  NPYLR7 ag: 7; hcGAS lum: -10; mcGAS inh: /
CCC(=O)N1CCC2(CC1)NC(CC(C)C)C(=O)N2C(C)C (centres undefined)
  NPYLR7 ag: /; hcGAS lum: -14; mcGAS inh: -6
Brc1ccccc1N=c1scc(-c2ccccc2)n1CCOc1ccccc1
  NPYLR7 ag: 29; hcGAS lum: -6; mcGAS inh: -6

# Next compounds follow.
molecule	NPYLR7 ag	hcGAS lum	mcGAS inh
CCOP(=O)(O)CCl	1	-3	/
COc1ccnc(CN2CCC3(CC2)c2ccccc2CC3O)c1OC (centres undefined)	3	-4	-9
Cc1nc(C2NC(=O)CN2Cc2ccc(-c3ccccc3)cc2)cs1 (centres undefined)	5	-9	/
Cc1nnc(SCC(=O)N2CCN(C(=O)c3ccc([N+](=O)[O-])cc3)C(C)C2)n1-c1cccc(Cl)c1 (centres undefined)	24	-6	-5
CCOCCn1c(=S)[nH]c2c1c(=O)[nH]c(=O)n2C	17	-15	/
CCSC1CCCCN(CC(=O)NCC(C)(C)N2CCOCC2)C1 (centres undefined)	10	3	/
O=C(NCCc1ccc2c(c1)OCCO2)c1ccc(-n2ccnc2)nc1	6	-8	/
COC(=O)c1ccc(NCC(=O)N2C(C)CCCC2C)cc1 (centres undefined)	2	-4	/
